TRPC6 activator: mouse TRPC6 channel activators, primary screen, cell-based, HEK293, membrane potential dye; 310,000 tested, 0.13% active; Short transient receptor potential channel 6 (Mus musculus), Q61143; HEK293-TRPC6 membrane potential dye fluorescence; stronger effect = higher value; B-score at 10 µM;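 active means B-score of the integrated fluorescence ratio above library mean plus 3 SD, and starting fluorescence ratio within library mean plus 5 SD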;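 further: higher score means more depolarization so channel activation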
RGS4 pot: RGS4 potentiators or activators, primary screen, cell-based, HEK293 M3R inducible RGS4, calcium flux. carbachol calcium flux Fluo4; stronger effect = lower value. 310,000 tested, 0.92% active. B-score at 10 µM;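 active means B-score of the integrated calcium signal more than 4 SD below the library mean, with starting fluorescence not abnormally high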;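 further: negative B-score means reduced calcium response which marks RGS4 activation or potentiation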
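test system = M3R-expressing HEK293 line, RGS4 induced by doxycycline | probe or stimulus = carbachol at ECmax as muscarinic agonist stimulus | timing = dye loading 30 min 37 °C, buffer rest 30 min RT | signal = calcium dye Fluo4 fluorescence | evaluation = B score from integrated fluorescence ratio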
TRPC4 inh: inhibitors of mouse TRPC4 channel, primary screen, Fluo4 calcium, HEK293 TRPC4beta/mu-opioid cells | B-score at 10 µM | DAMGO-evoked Fluo4 calcium flux; stronger effect = lower value | Short transient receptor potential channel 4 (Mus musculus), Q9QUQ5 | 300,000 tested, 0.39% active;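 active means B-score over 3 SD under the library average, no early fluorescence shift, positive overall ratio signal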
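Signal: kinetic Fluo4 fluorescence imaging of calcium influx. Material: stable TRPC4beta/mu-opioid receptor HEK293 cells. Probe or stimulus: DAMGO in two steps, submaximal then maximal.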
MrgX1 PAM: positive allosteric modulators of MrgX1, primary screen, HEK293 cells, Fluo-4 calcium flux. FDSS; stronger effect = higher value. B-score at 10 µM. 310,000 tested, 0.63% active;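 active means plate-corrected calcium response at least 3 library SD above typical, normal starting fluorescence, not activating the receptor alone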;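 further: compound read alongside a low EC10 to EC30 dose of BAM8-22 agonist; peak minus trough fluorescence over baseline measured at the second addition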
Target sequence (Q96LB2 whole entry, looked up): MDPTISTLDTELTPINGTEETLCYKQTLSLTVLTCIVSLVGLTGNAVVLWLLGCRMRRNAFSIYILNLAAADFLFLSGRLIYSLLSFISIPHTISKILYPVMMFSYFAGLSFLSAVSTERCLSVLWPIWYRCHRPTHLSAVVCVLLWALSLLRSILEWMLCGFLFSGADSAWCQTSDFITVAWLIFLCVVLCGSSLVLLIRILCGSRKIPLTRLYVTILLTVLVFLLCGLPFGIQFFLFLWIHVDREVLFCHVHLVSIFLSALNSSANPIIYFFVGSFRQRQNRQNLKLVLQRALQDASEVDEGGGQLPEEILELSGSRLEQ
MrgX1 agonist: agonists of human MrgX1 receptor, primary screen, HEK293 cells, Fluo-4 calcium flux; Mas-related G-protein coupled receptor member X1 (Homo sapiens), Q96LB2; Fluo-4 calcium fluorescence, agonist mode; stronger effect = higher value; B-score at 10 µM; 310,000 tested, 0.44% active;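 active means calcium response B-score plate-corrected fluorescence ratio at least 3 library SD, with starting fluorescence B-score inside 5 SD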
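Assay system: stable human MrgX1 HEK293 cell line. Quantity: 15,000 cells per well. Schedule: cells plated overnight, dye loaded 0.5 h 37 °C, 0.5 h room temperature. Detection: Fluo-4 NW calcium-flux fluorescence, kinetic read. Read-out basis: peak-minus-minimum fluorescence over baseline, converted to B scores. Control set: positive and negative control wells on each plate.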
TRPC6 inh: mouse TRPC6 channel inhibitors, primary screen, cell-based, HEK293, membrane potential dye. Short transient receptor potential channel 6 (Mus musculus), Q61143. ACh-evoked depolarization; stronger effect = lower value. B-score at 10 µM. 310,000 tested, 1.1% active. AID 2553, 2010;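 active means B-score under library mean minus 3 SD, initial fluorescence not abnormally high, positive integrated signal ratio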;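 further: B-score derived from integrated fluorescence ratio over the kinetic read; more negative B-score means stronger inhibition of depolarization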
SKKanGAS inh: S. pyogenes SKKanGAS growth inhibitors in kanamycin, primary screen, streptokinase expression inhibitor project, SKKanGAS strain, BacTiter-Glo luminescence; 6 h; inhibition, % at 7.5 µM; 300,000 tested, 1.3% active;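 active means mean replicate score, as percent of positive control median, at least 50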;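 further: strain carries kanamycin resistance gene driven by streptokinase promoter and grows in 40 µg/ml kanamycin; loss of luminescence reflects streptokinase promoter inhibition or plain growth inhibition; 0% = median of DMSO wells and 100% = positive control at its reference dose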
Platelet DG rel: inhibitors of platelet dense granule secretion, primary screen, cell-based, MLPCN, human platelets. human platelet-rich plasma, SFLLRN dense granule ATP release, luminescence. inhibition, %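 (compounds screened at 7.5 µM in platelet-rich plasma)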. 300,000 tested, 0.22% active;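 active means mean replicate score, as percent of positive control, at or above 50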
HIF activator: HIF pathway transcriptional activators, primary screen, cell-based, U2OS HRE-luciferase, luminescence; activation, % at 7.5 µM (by protocol); 300,000 tested, 0.32% active; AID 1910, 2009; U2OS HRE-luciferase reporter; normalized: DMSO 0%, desferrioxamine 100%;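 active means mean activation of at least 10% of the iron chelator positive control signal, with at least half of replicates also reaching 10%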
MrgX1 antag: antagonists of human MrgX1 receptor, primary screen, HEK293 cells, Fluo-4 calcium flux; Mas-related G-protein coupled receptor member X1 (Homo sapiens), Q96LB2; BAM8-22 antagonism; stronger effect = lower value; B-score at 10 µM; 310,000 tested, 1.3% active; AID 588676, 2011;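 active means calcium-response B-score plate-corrected more than 3 library SD below zero, starting fluorescence within 5 deviations, no agonist response on first addition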;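 further: peak minus trough fluorescence over baseline after final BAM8-22 challenge near maximal dose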
RGS4 block: RGS4 inhibitors, primary screen, cell-based, HEK293 M3R inducible RGS4, calcium flux; AID 463165, 2010; Regulator of G-protein signaling 4 (Homo sapiens), P49798; B-score at 10 µM; Fluo-4 calcium flux; stronger effect = higher value; triggered by carbachol at its EC20; 310,000 tested, 0.45% active;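 active means B-score, a plate-corrected calcium signal, over three deviations above library mean, with baseline fluorescence within five deviations of library mean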;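 further: RGS4 expression induced by doxycycline in cells with stable M3 receptor; B-score is computed from the integrated fluorescence ratio over baseline after carbachol; higher B-score means a larger calcium signal and so more RGS4 inhibition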
Target sequence (P49798 whole entry, looked up): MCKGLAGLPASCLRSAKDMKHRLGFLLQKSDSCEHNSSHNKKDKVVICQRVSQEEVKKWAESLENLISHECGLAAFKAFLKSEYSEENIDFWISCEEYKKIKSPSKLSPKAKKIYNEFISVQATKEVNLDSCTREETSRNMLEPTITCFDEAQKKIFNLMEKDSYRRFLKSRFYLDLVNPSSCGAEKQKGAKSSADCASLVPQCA
Active calls of the source: *; i = inactive; . = not tested or not shown. Random draw from the library. About 6.1% of those tested had a hit in this group.

Order of results – HIF activator	RGS4 pot	RGS4 block	MrgX1 antag	TRPC4 inh	TRPC6 activator	MrgX1 PAM	TRPC6 inh	SKKanGAS inh	MrgX1 agonist	Platelet DG rel
- C=CCN(CC=C)C(=O)c1ccc2nc(Cc3ccc(OC)c(OC)c3)oc2c1
→ -3.7	i	i	i	i	i	i	i	-3	i	18
- CN1CCc2c(sc(/N=C/c3c[nH]c4ccccc34)c2C#N)C1
→ 2.1	i	i	i	i	i	i	i	-1	i	27
- COc1ccc(C)cc1Nc1ccc(C(=O)O)cc1[N+](=O)[O-]
→ -1.0	i	i	i	i	i	i	i	5	i	-8
- COc1ccccc1NC(=O)c1sc2ncn(Cc3cccc4ccccc34)c(=O)c2c1C
→ -0.5	i	i	i	i	i	i	i	10	i	10
- O=c1[nH]c2cc3c(cc2cc1CN(CCN1CCOCC1)C(=S)NCC1CCCO1)OCO3 (centres undefined)
→ -0.9	i	i	i	i	i	i	i	-3	i	-4
- O=S(=O)(c1ccc2c(c1)OCCO2)N1CCC(n2cnc3cc(F)ccc32)CC1
→ 0.6	i	i	i	i	i	i	i	-1	i	-5
- COc1ccc(-n2nnnc2SCC(=O)c2ccc3c(c2)OCCO3)cc1
→ 0.0	i	i	i	i	i	i	i	9	i	2
- Cc1ccc(S(=O)(=O)Cn2nnnc2CN(Cc2ccco2)Cc2cccs2)cc1
→ -0.3	i	i	i	i	i	i	i	-2	i	11
- CCCc1cc(=O)oc2cc(OCC(=O)Nc3ccc(S(N)(=O)=O)cc3)ccc12
→ 0.7	i	i	i	i	i	i	i	6	i	9
- Cc1ccc(C(C[N+](=O)[O-])c2c(N)n(C)c(=O)n(C)c2=O)cc1 (centres undefined)
→ 0.8	i	i	i	i	i	i	i	0	i	-10
- O=C(Nc1ccccc1Cl)C1CCCN(S(=O)(=O)c2ccc(-n3cnnn3)cc2)C1 (centres undefined)
→ -0.6	i	i	i	i	i	i	i	-10	i	2
- CC(NC(=O)c1ccc(Br)cc1)c1ccccc1 (centres undefined)
→ -0.3	i	i	i	i	i	i	i	-11	i	-10
- COc1cc(C(=S)N2CCN(c3cccc(Cl)c3)CC2)ccc1O
→ 1.1	i	i	i	i	i	i	i	0	i	-8
- CCCOc1ccc(-c2nn(-c3ccccc3)cc2/C=C2\SC(N)=NC2=O)cc1C
→ -0.5	i	i	i	i	i	i	i	16	i	-1
- O=S(=O)(NCCSc1ccccc1)c1ccc(F)cc1
→ -0.2	i	i	i	i	i	i	i	5	i	-1
- COCC(C)N1CCC(Oc2cccc(C(=O)NCCc3ccccc3)c2)CC1 (centres undefined)
→ 1.6	i	i	i	i	i	i	i	-10	i	-13
- O=C1NC(NS(=O)(=O)c2ccccc2)(C(F)(F)F)C(=O)N1c1cccc(Cl)c1 (centres undefined)
→ 0.1	i	i	i	i	i	i	i	-6	i	-23
- CN(NC(=O)C1CC(=O)N(c2ccccc2)C1)C1=NS(=O)(=O)c2ccccc21 (centres undefined)
→ -0.2	i	i	i	i	i	i	i	2	i	3
- CCOC(=O)c1ccc2c(c1)C(=O)N(C1CCCCC1)C2=O
→ 0.3	i	i	i	i	i	i	i	1	i	5
- O=C1OC(N2CCN(Cc3ccccc3)CC2)c2ccccc21 (centres undefined)
→ 0.0	i	i	i	i	i	i	i	-11	i	-1
- Cc1ccccc1C(=O)Nc1ccccc1-n1cccc1
→ .	i	i	i	i	i	i	i	0	i	-8
- COc1ccc(-c2[nH]ncc2CN2CCC(OCc3cccnc3)CC2)c(F)c1
→ 0.4	i	i	i	i	i	i	i	-3	i	-2
- Cc1cccc(NC(=O)/C=C/c2ccc3c(c2)OCO3)n1
→ 1.1	i	i	i	i	i	i	i	1	i	10
- CC(=O)c1cccc(NC(=S)NC(=O)c2ccc(Cl)cc2)c1
→ 2.5	i	i	i	i	i	i	i	-1	i	2
- COc1ccc(C)cc1NC(=O)CC1COc2ccccc2O1 (centres undefined)
→ -0.2	i	i	i	i	i	i	i	4	i	13
- COCCn1c(=NC(=O)CCS(=O)(=O)c2ccccc2)sc2c(OC)ccc(OC)c21
→ 0.8	i	i	i	i	i	i	i	-2	i	30
- COc1ccc(NC(=O)CN(C)C(=O)C23CC4CC(CC(C4)C2)C3)cc1
→ 0.1	i	i	i	i	i	i	i	1	i	21
- COc1ccc(Nc2cc(C)c3cc([N+](=O)[O-])ccc3n2)cc1
→ 0.7	i	i	i	i	i	i	i	3	i	-8
- N#C/C(=C\c1ccc(F)cc1)c1nc(-c2ccco2)cs1
→ 1.4	i	i	i	i	i	i	i	-4	i	16
- Cc1sc2ncnc(Sc3ccccc3C(=O)Nc3ccccc3Cl)c2c1C
→ -0.2	i	i	i	i	i	i	i	5	i	4
- O=C(O)C(c1ccccc1)N1C(=O)c2cccc3cccc(c23)C1=O (centres undefined)
→ -0.2	i	i	i	i	i	i	i	15	i	-2
- O=C(Nc1cc2c(cc1Cl)OCCO2)c1ccco1
→ 2.5	i	i	i	i	i	i	i	0	i	8
- COc1cccc(/C=C2\SC(=O)NC2=O)c1OCc1ccc(C(=O)O)cc1
→ 0.5	i	i	i	i	i	i	i	12	i	8
- Cc1noc(C)c1/C=N/Nc1ccccn1
→ 0.3	i	i	i	i	i	i	i	3	i	5
- Nc1ncc(Br)cc1S(=O)(=O)NCCC(=O)NCCc1ccccc1
→ 1.0	i	i	i	i	i	i	i	0	i	-3
- Cc1oc2nc(SCC(=O)NCc3cccnc3)nc(N)c2c1C
→ -0.2	i	i	i	i	i	i	i	-2	i	-2
- CCOC(=O)c1c(C)nn(-c2ccc(NC(=O)/C=C/C(=O)O)cc2)c1C
→ -3.1	i	i	i	i	i	i	i	-1	i	-4
- O=C(CSc1n[nH]c(=O)[nH]c1=O)Nc1cccc(S(=O)(=O)N2CCOCC2)c1
→ -0.5	i	i	i	i	i	i	i	0	i	10
- Nc1nnc(/C=C/c2cccc([N+](=O)[O-])c2)s1
→ 1.0	i	i	i	i	i	i	i	-2	i	3
- CCc1ccc(/C(C)=N/NC(=O)CNC(=O)/C=C/c2ccco2)cc1
→ 0.5	i	i	i	i	i	i	i	-1	i	0
- COc1ccc(CCNC(=O)C2CC3Cn4c(nc5ccccc54)C3N2Cc2ccccc2)cc1 (centres undefined)
→ -1.0	i	i	i	i	i	i	i	10	i	1
- CC(C)(C)C1CCC(=NOC(=O)c2ccc(F)cc2)CC1 (centres undefined)
→ 0.5	i	i	i	i	i	i	i	-11	i	-10
- Cc1cc2c(c(Sc3ccccc3)n1)C(=O)OC2
→ -0.6	i	i	i	i	i	i	i	1	i	-9
- O=C(O)CCNc1ccc(Cl)cc1
→ -0.3	i	i	i	i	i	i	i	-7	i	-23
- Cc1ccc(NC(=S)N2CCCC(c3nc4ccc(C)cc4[nH]3)C2)c(C)c1 (centres undefined)
→ -0.1	i	i	i	i	i	i	i	9	i	-2
- CCOC(=O)c1c(-c2ccc(C)o2)csc1NC(=O)CN1CCC(C(N)=O)CC1
→ -1.0	i	i	i	i	i	i	i	12	i	0
- CN(C)C(=S)N=Nc1[nH]c2ccccc2c1O
→ 1.1	i	i	i	i	i	i	i	39	i	5
- O=C1/C(=C\c2ccccc2)CCc2c1[nH]c1ccccc21
→ 2.3	i	i	i	i	i	i	i	16	i	2
- Cc1cc(OCC(=O)N(C)Cc2ccccc2)ccc1Cl
→ 4.2	i	i	i	i	i	i	i	.	i	4
- COc1ccccc1N(CC(=O)Nc1ccc(C(F)(F)F)cc1)S(C)(=O)=O
→ -0.1	i	i	i	i	i	i	i	1	i	-3
- CCc1ccccc1NC(=O)N1CCC(NC(=O)C(Cc2ccccc2)NC(C)=O)CC1 (centres undefined)
→ -0.4	i	i	i	i	i	i	i	0	i	-5
- COC(=O)C(O)(CC(=O)c1ccc(OC)cc1)C(F)(F)F (centres undefined)
→ 0.0	i	i	i	i	i	i	i	-3	i	-7
- COC(=O)Cn1c(CN2CCOCC2)nc2c1c(=O)n(C)c(=O)n2C
→ -0.2	i	i	i	i	i	i	i	-3	i	-1
- O=C(CSc1nnc(-c2ccncc2)o1)Nc1ccccc1Cl
→ 1.1	i	i	i	i	i	i	i	2	i	3
- O=C(CC1C(=O)NCCN1C(=O)c1ccccc1)Nc1cc(Cl)ccc1Cl (centres undefined)
→ -0.2	i	i	i	i	i	i	i	-3	i	-8
- COc1cc(S(=O)(=O)Nc2ccncc2)ccc1F
→ 0.4	i	i	i	i	i	i	i	-3	i	1
- COc1ccc(OCc2nnc(SCC(=O)N3CCOCC3)o2)cc1
→ 0.1	i	i	i	i	i	i	i	-19	i	11
- O=C(COC(=O)C1C2CC3OC(=O)C1C3C2)Nc1cccc(Cl)c1 (centres undefined)
→ -0.6	i	i	i	i	i	i	i	-5	i	-3
- O=C(/C=C/c1ccc(Br)cc1)NC1CCCCCC1
→ 2.1	i	i	i	i	i	i	i	10	i	-3
- O=C(CNC(=O)Cc1ccccc1)NCC(=O)OCc1ccccc1
→ 0.3	i	i	i	i	i	i	i	-3	i	7
- Cc1cc(Cl)ccc1NC(=O)CCC(=O)N/N=C/c1cccnc1
→ -0.3	i	i	i	i	i	i	i	7	i	-9
- Cc1ccc(C)c(S(=O)(=O)Nc2cc(C)on2)c1
→ -0.3	i	i	i	i	i	i	i	5	i	-2
- Cc1ccc(SCc2cc(=O)n(C)[nH]2)cc1
→ -0.1	i	i	i	i	i	i	i	1	i	3

Screening results as filed in PubChem BioAssay.
